# Menin-MLL TR inh = menin-MLL binding inhibition, Texas Red mutant peptide | Menin + Texas Red MLL mutant peptide, fluorescence polarization | Potency, µM (top dose mostly 61.6 µM), for the others: top-dose FP activity change, negative = inhibition, usual class: inhibitors | 270,000 tested, 0.23% active | AID 1768; active = well fitted inhibition curve with a large enough effect in the polarisation, with a control signal flat, not every such curve was filed as active; inconclusive = small, poorly fitted or top-dose-only effect, or effect the other way, or a change in a side signal; inactive = no such curve, though single readings can be large or run the other way; the % refers to the polarisation; also: potency is read from the fitted curve at half-maximal effect; % of control where 0% means no effect; many of its hits are not listed in these tables
# TCR act = T cell receptor activation; 330,000 tested, under 10 active; Potency, µM (series often up to 9.22 µM), for inactives: at the top dose activation of IL-2 secretion, most hits filed as activators; primary human leukocytes, anti-CD3, IL-2 HTRF, 48 h; also: % of control where 0% means no effect
#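 1) Mix primary human leukocytes, a-CD3 beads and compound. 2) Incubate 48 hr. 3) Add HTRF IL-2 reagents (a-IL-2-K, a-IL-2-d2).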
# MBNL1 CUG block = blocks human MBNL1 binding to CUG repeat RNA | TR-FRET MBNL1-His/biotin-(CUG)12 binding, 665/545 ratio | AID 2675 | 280,000 tested, 0.036% active | Potency, µM (titrated, usually from 57.5 µM), for inactives: at the highest dose activity change, negative = inhibition, hits mostly inhibitors; active = well fitted inhibition curve with a large enough effect in the signal ratio, with a control signal flat, not every such curve was filed as active; inconclusive = small, poorly fitted or top-dose-only effect, or effect the other way, or a change in a side signal; inactive = no such curve, though single readings can be large or run the other way; the % refers to the signal ratio; also: potency is read from the fitted curve at half-maximal effect; % is scaled to controls: 0 for no effect and ±100 for the full control effect
#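 Compounds (final 92 nM to 58 uM) are added to His-tagged MBNL1 and biotin-(CUG)12, then terbium anti-His antibody and streptavidin-XL665 (5 nM final). After 60 min at room temperature, the 665/545 nm ratio is read.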
# TSHR antag = blocks TSH signaling through the human TSH receptor; P16473; TSHR-expressing cells, TSH-stimulated cAMP HTRF, 2 h; active compounds read low; activity change, negative = inhibition, % at 11.5 µM; 330,000 tested, 0.2% active; AID 504810;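 active = activity change below a set negative limit, meaning inhibition stronger than a set level, cut at about -70% in these data; inconclusive = activity change between two set negative limits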; also: % is scaled to controls: 0 for no effect and ±100 for the full control effect
# Target sequence (P16473 whole entry, looked up): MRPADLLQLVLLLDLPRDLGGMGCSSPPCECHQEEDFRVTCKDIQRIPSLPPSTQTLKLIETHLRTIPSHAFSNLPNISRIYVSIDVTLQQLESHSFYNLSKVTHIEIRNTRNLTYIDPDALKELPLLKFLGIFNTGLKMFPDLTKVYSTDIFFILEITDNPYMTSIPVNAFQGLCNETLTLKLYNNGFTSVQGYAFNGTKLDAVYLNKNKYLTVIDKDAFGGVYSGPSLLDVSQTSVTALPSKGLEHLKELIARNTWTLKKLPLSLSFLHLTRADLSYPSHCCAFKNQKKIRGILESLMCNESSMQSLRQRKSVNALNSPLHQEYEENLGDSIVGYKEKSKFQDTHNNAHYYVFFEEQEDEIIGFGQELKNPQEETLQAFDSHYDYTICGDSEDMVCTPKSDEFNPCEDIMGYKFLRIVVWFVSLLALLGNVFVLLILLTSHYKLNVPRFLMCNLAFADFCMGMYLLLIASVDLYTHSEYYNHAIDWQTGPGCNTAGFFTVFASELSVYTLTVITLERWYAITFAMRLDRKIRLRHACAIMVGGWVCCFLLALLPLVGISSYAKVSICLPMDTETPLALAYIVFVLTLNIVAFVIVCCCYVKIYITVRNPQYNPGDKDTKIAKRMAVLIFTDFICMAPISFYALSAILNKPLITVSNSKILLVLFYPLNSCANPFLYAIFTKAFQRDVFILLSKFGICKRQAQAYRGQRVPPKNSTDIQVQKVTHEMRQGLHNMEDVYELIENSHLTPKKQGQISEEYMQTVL
#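 Competitive HTRF cAMP read-out (cryptate anti-cAMP antibody, cAMP-d2; 30 min, room temperature) in freshly harvested TSHR cells. Compounds added before TSH at EC80 (4nM final), followed by 2 hours' incubation at 37 deg C.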
# TSG101-PTAP inh = blocks PTAP/TSG101 interaction to inhibit HIV-1 budding; Potency, µM (highest dose often 115 µM), for inactives: at the top dose activity change, negative = inhibition, most hits filed as inhibitors; Fluorescence polarization, FITC-PTAP peptide / Tsg101 binding; 340,000 tested, under 10 active; Q99816; active = well fitted inhibition curve with a large enough effect in the main read-out, with a control signal flat, not every such curve was filed as active; inconclusive = small, poorly fitted or top-dose-only effect, or effect the other way, or a change in a side signal; inactive = no such curve, though single readings can be large or run the other way; also: potency is read from the fitted curve at half-maximal effect; % of control where 0% means no effect
#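 Compounds were pin-transferred onto Tsg101 binding domain (10 uM final) in HEPES pH 7.5 buffer, then FITC-PTAP peptide was added at 50 nM final. After 20 min at RT, polarization reported peptide displacement across a qHTS concentration series.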
# A-T KAP1 phos = potential ataxia-telangiectasia treatments restoring KAP-1 phosphorylation | […] A-T fibroblasts, KAP-1 phosphorylation AlphaLISA; neocarzinostatin DNA damage 30 min before lysis | 320,000 tested, 0.19% active | Potency, µM (top dose mostly 57.5 µM), inactives show at the highest dose activation, most hits filed as activators; also: potency is read from the fitted curve at half-maximal effect; % of control where 0% means no effect; nearly all actives have a fitted effect of over 45% in size
#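 ATM-like activity read as KAP-1 phosphorylation via AlphaLISA donor/acceptor antibody pairs after lysis and 6 hr at 25C. Cells were ATM-null patient fibroblasts ([…], hTERT), dosed 60 min, then exposed to the DSB inducer NCS for 30 min.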
# CXXC DNA block = inhibitors of human MLL CXXC domain-DNA interaction. Q03164. Potency, µM (highest dose often 115 µM), for inactives: at the highest dose activity change, negative = inhibition, actives largely listed as inhibitors. 290,000 tested, 0.037% active. MLL-CXXC / FITC-HOXA9 DNA fluorescence polarization; active = well fitted inhibition curve with a large enough effect in the polarisation, with a control signal flat, not every such curve was filed as active; inconclusive = small, poorly fitted or top-dose-only effect, or effect the other way, or a change in a side signal; inactive = no such curve, though single readings can be large or run the other way; the % refers to the polarisation; also: potency is read from the fitted curve at half-maximal effect
#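 Steps: dispense CXXC domain solution (7 uM) → pin compounds or unlabeled HOX-A9 DNA control → 5 min ambient → add FLSN-HOX-A9 solution (50 nM) → spin → 30 min ambient → fluorescence polarization. Tris pH 7.5/NaCl/DTT/BSA buffer.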
# Mito fusion act = inhibitors of mitochondrial division or activators of mitochondrial fusion; S. cerevisiae fusion-defective mutant growth rescue, CellTiterGlo 48 h; AID 485298; Potency, µM (series often up to 46.1 µM), inactives show at the top dose growth rescue (activation), actives largely listed as activators; 320,000 tested, 0.23% active;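 also: potency is read from the fitted curve at half-maximal effect; % of control where 0% means no effect; nearly all actives have a fitted effect of over 45% in size; temperature-sensitive fusion mutants such as fzo1-1 at 37 °C on non-fermentable ethanol glycerol medium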
#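 Temperature-sensitive fusion-defective S. cerevisiae (e.g. fzo1-1, mgm1-5) were grown with compound in YPEG medium (3% ethanol, 3% glycerol) for 48 hours at 37C. Growth rescue was measured as viability by CellTiterGlo luminescence after 10 minutes at ambient.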
# Integrin act MD = activates integrin-mediated alleviation for muscular dystrophy; alpha7betagal myoblasts, beta-gal FDG fluorescence, 48 h; Potency, µM (doses to about 38.3 µM), for the others: at the highest dose activation, usual class: activators; 350,000 tested, 0.064% active; AID 624291;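 also: potency is read from the fitted curve at half-maximal effect; 100% = response of the positive control SU9516; nearly all actives have a fitted effect of over 60% in size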
#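 alpha7betagal+/- myoblasts (passage 13, 250/well) treated 48 h at 37C with compounds at 1:260 dilution of DMSO stock. Lysed, then beta-galactosidase activity read as FDG fluorescence (ex 480/em 540) after 30 min, with pre-read for autofluorescence.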
# S-ASM inh = human S-ASM enzyme inhibition; P17405; placental ASM, HMU-PC fluorogenic substrate, 60 min; Potency, µM (doses to about 57.5 µM), for inactives: at the top dose activity change, negative = inhibition, hits mostly inhibitors; 340,000 tested, 0.006% active; AID 504937; also: potency is read from the fitted curve at half-maximal effect
#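 qHTS format. ASM enzyme prepared from human placenta hydrolyses the fluorogenic substrate HMU-PC0 (9 uM final) over 60 min at 37 °C after a 10 min compound preincubation.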
# The depositor's hits bear a star; u = inconclusive; x = not tested or not shown; [ ] = dose if it differs, or a comment. Unless noted, calls follow the shape of the dose curve; as a rule, active = well fitted curve in the direction sought with a large enough effect; inconclusive = small, poorly fitted or top-dose-only effect, or another doubt; inactive = no such curve, though single readings can be large; an effect the other way counts as inactive or inconclusive. Not all compounds are listed. The share of hits here may be higher or lower than overall.
molecule | Menin-MLL TR inh | TCR act | MBNL1 CUG block | TSHR antag | TSG101-PTAP inh | A-T KAP1 phos | CXXC DNA block | Mito fusion act | Integrin act MD | S-ASM inh
C=CCOC(=O)C1=C(C)Nc2[nH]c(=O)[nH]c(=O)c2C1c1cccc(OC)c1 (centres undefined) | 0% | -19%[46.1 µM] | -11% | -2 | x | -2% | 0% | 1% | x | x
O=c1c2ccccc2nnn1Cc1ccccc1Cl | 4% | 0% | 7% | -8 | -2% | -6% | 4% | -2% | 18% | 1%
OC(CNCc1ccco1)COc1ccccc1 (centres undefined) | 4% | -1% | 5% | -9 | 0% | 9% | 1% | -2% | -28% | 2%
O=C(Nc1ccccn1)C1(c2cccs2)CCOCC1 | -18% | 0%[46.1 µM] | -13% | 27 | -5% | -3% | u | 3% | 17% | 4%
O=C(c1ccc(NS(=O)(=O)c2cccc([N+](=O)[O-])c2)cc1)N1CCCCCC1 | x | -1% | x | 3 | -5% | 0% | x | -1% | 12% | -2%
Cc1ccc(/C=C2/SC(=S)N(CCCC(=O)Nc3ccc(O)cc3)C2=O)cc1 | 20% | -8% | 10% | -15 | -3% | -1% | -1% | 1% | -44% | -9%
COc1ccc(C)cc1S(=O)(=O)N1CCC(C(=O)N2CCN(C)CC2)CC1 | 0% | 1%[46.1 µM] | -26% | 7 | -2% | 4% | 3% | -3% | 27% | 2%
COc1ccc(NC(=O)/C(=C/c2ccc(OC(C)=O)c(OC)c2)NC(C)=O)cc1 | 2% | -3%[46.1 µM] | x | 16 | -2% | -3% | 14% | -10% | 17% | 8%
COc1cc(C(=O)COC(=O)c2cc([N+](=O)[O-])ccc2N2CCOCC2)ccc1OC(F)F | x | -34% | x | 5 | -1% | 10% | x | 3% | -13% | -11%
Cc1ccccc1C(=O)NNC(=O)C(C)N1C(=O)c2ccccc2C1=O (centres undefined) | -6% | x | -1% | 1 | -1% | -1% | 11% | -2% | u | -1%
Nc1nonc1-c1nc2ccccc2n1CC(=O)NC1CCCC1 | 4% | 6% | 0% | 16 | -1% | 9% | 16% | 0% | -17% | 0%
COc1ccc(Br)cc1/C=C/C(=O)Nc1ccc2ccccc2c1 | u | -5%[46.1 µM] | -5% | -16 | -1% | 0% | 14% | u | 16% | -9%
COc1ccc(-n2nc3c(c2NC(=O)CCl)CSC3)cc1 | -10% | 1% | -4% | -12 | -1% | -1% | -7% | u | -66%[inhibitor] | 6%
CC(=O)N1CCN(S(=O)(=O)c2c(F)cc(F)c(Cl)c2F)CC1 | 8% | x | 0% | -10 | -3% | -4% | 9% | -2% | -62%[inhibitor] | -4%
COC1CCCCC1Nc1cc(C)cc(C)c1 (centres undefined) | -4% | -18% | 8% | 0 | -8% | 0% | -20% | 0% | 4% | 4%
CC(C)CN(c1ccccc1)S(=O)(=O)c1nnc(NC(=O)c2ccco2)s1 | u | -6% | -8% | 5 | -12% | 4% | 16% | x | 7% | -1%
CCOC(=O)c1cc(NC(=O)NC2CCCCC2)c(C)nc1C | -33% | -6% | 1% | 6 | 0% | 5% | 5% | 16% | -11% | -3%
Cc1ccc(OCC(=O)NCCc2c[nH]c3ccccc23)cc1 | -5% | 5% | -3% | 11 | 1% | -1%[11.5 µM] | -3% | 18% | 24% | -6%
CC(C)Oc1ccccc1C1CC(=O)Nc2cc3c(cc21)OCCO3 (centres undefined) | -9% | 6% | -1% | -13 | -1% | 3% | 2% | u | -22% | 1%
Clc1ccc(OCCCc2nc(-c3ccncc3)no2)c(Cl)c1 | 1% | 5% | -2% | -6 | -4% | 5% | -15% | -6% | -14% | 4%
O=C1C2CC=CCC2C(=O)N1c1n[nH]c(CCc2ccccc2)n1 (centres undefined) | 2% | 0% | 2% | 4 | -5% | 2% | 17% | -4% | -4% | 0%
Cc1cccc(C(=O)NNC(=O)c2ccc(O)cc2)c1 | 11% | -1% | -5% | 4 | 1% | 6% | 3% | 1% | 19% | -1%
CCOc1ccc(C(=O)COC(=O)C2COc3ccccc3O2)cc1 (centres undefined) | x | 5% | x | -5 | 0% | 5% | x | 4% | 9% | 0%
Cc1cccc(C)c1NC(=O)N1C2CCCC1CC(NC(=O)C(C)(C)C)C2 (centres undefined) | -1% | x | 4% | -8 | -4% | 14% | 11% | 4% | 6% | 2%
Cc1ccc(-n2c(SCc3nc4ccccc4c(=O)[nH]3)nnc2-c2ccccc2O)cc1 | u | -4% | x | -11 | -7% | 6% | 20% | 1% | -13% | -5%

# Continued, overlapping the part above by 6 compounds.
molecule | Menin-MLL TR inh | TCR act | MBNL1 CUG block | TSHR antag | TSG101-PTAP inh | A-T KAP1 phos | CXXC DNA block | Mito fusion act | Integrin act MD | S-ASM inh
Clc1ccc(OCCCc2nc(-c3ccncc3)no2)c(Cl)c1 | 1% | 5% | -2% | -6 | -4% | 5% | -15% | -6% | -14% | 4%
O=C1C2CC=CCC2C(=O)N1c1n[nH]c(CCc2ccccc2)n1 (centres undefined) | 2% | 0% | 2% | 4 | -5% | 2% | 17% | -4% | -4% | 0%
Cc1cccc(C(=O)NNC(=O)c2ccc(O)cc2)c1 | 11% | -1% | -5% | 4 | 1% | 6% | 3% | 1% | 19% | -1%
CCOc1ccc(C(=O)COC(=O)C2COc3ccccc3O2)cc1 (centres undefined) | x | 5% | x | -5 | 0% | 5% | x | 4% | 9% | 0%
Cc1cccc(C)c1NC(=O)N1C2CCCC1CC(NC(=O)C(C)(C)C)C2 (centres undefined) | -1% | x | 4% | -8 | -4% | 14% | 11% | 4% | 6% | 2%
Cc1ccc(-n2c(SCc3nc4ccccc4c(=O)[nH]3)nnc2-c2ccccc2O)cc1 | u | -4% | x | -11 | -7% | 6% | 20% | 1% | -13% | -5%
CCn1ncc(C2=NOC(C(=O)NCc3ccc(OC)cc3)C2)c1C (centres undefined) | 2% | -1% | 2% | 6 | -8% | -1% | 1% | -1% | -36% | 2%
O=C(/C=C/c1ccc(Cl)c([N+](=O)[O-])c1)c1ccc(O)cc1 | x | -1% | -1% | -23 | -2% | 11% | -8% | -10% | -70%[inhibitor] | -8%
CC(C)N(C(=O)Cc1ccccc1[N+](=O)[O-])C(C)C | -9% | -5% | 14% | 1 | -1% | 2% | 2% | 6% | -9% | 2%
COc1ccc(-c2nnn(CC(=O)c3c[nH]c4ccccc34)n2)cc1OC | u | 3% | 7% | 2 | -10% | 2% | 24% | -4% | -8% | -11%
CC(C)[C@@H]1CC[C@@H](C)c2c(-c3ccccc3)n[nH]c21 | -5% | -1% | -2% | 5 | -10% | 2% | -23% | -19% | -8% | -3%
CC(C)(C)[C@H]1C=C(C(=O)N2CCN(Cc3ccc4c(c3)OCO4)CC2)O[C@@H](OCCCCO)C1 | u | -1% | -4% | -4 | x | 2% | -26% | 0% | 18% | 0%
N/C(CCS(=O)(=O)c1ccc(Cl)cc1)=N\OC(=O)c1ccc(Cl)cc1 | x | 2% | -3% | -6 | 0% | -2% | 5% | -10% | 11% | 2%
O=C(CCNC(=O)c1ccccc1Cl)NCc1cccnc1 | x | 2% | x | -3 | -3% | 4% | x | 2% | 22% | 5%
O=C(Nc1ccccc1)c1nccn1Cc1ccc(F)cc1 | 2% | 1% | 0% | -12 | 6% | 4% | -8% | -1% | 10% | -8%
CC(C)OC(=O)CSc1nnc(-c2ccccn2)n1N | x | -4% | 7% | 8 | -1% | 4% | 0% | -3% | u | 0%
Oc1ccc(C(=S)N2CCN(Cc3ccccc3)CC2)cc1 | x | -1% | 3% | -6 | 44%[activator] | -23% | 0% | 0% | 7% | -3%
CC(=O)N1N=C2/C(=C/c3ccccc3)CCCC2C1c1ccccc1 (centres undefined) | -9% | 4% | 16% | 5 | -6% | -4% | -2% | 9% | 3% | -4%
Cc1cc(C(=O)Nc2sc3c(c2C#N)CCC(C)C3)cs1 (centres undefined) | u | 6% | 11% | 1 | 2% | -2% | 10% | 1% | 10% | 5%
O=C1[C@@H]2[C@@H]3C[C@@H]([C@H]4ON=C(c5ccc(Cl)cc5Cl)[C@@H]34)[C@@H]2C(=O)N1C1CCCCC1 | -10% | 0%[46.1 µM] | -7% | -6 | -1% | -3% | -3% | 17% | -7% | -1%

# Source: PubChem BioAssay (National Center for Advancing Translational Sciences (NCATS))
